# RECQ1 inh = RECQ1 (human) helicase inhibition. 240,000 compounds, 0.54% hits. AID 2549. Potency, µM (titrated, usually from 57.3 µM), for the others: top-dose activity, negative = inhibition, usual class: inhibitors. RECQ1 DNA unwinding, red fluorescence kinetic read;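 note: plate controls were vehicle for no effect and no enzyme for full effect; nearly all actives have a fitted effect of over 30% in size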
# Target sequence (P46063 whole entry, looked up): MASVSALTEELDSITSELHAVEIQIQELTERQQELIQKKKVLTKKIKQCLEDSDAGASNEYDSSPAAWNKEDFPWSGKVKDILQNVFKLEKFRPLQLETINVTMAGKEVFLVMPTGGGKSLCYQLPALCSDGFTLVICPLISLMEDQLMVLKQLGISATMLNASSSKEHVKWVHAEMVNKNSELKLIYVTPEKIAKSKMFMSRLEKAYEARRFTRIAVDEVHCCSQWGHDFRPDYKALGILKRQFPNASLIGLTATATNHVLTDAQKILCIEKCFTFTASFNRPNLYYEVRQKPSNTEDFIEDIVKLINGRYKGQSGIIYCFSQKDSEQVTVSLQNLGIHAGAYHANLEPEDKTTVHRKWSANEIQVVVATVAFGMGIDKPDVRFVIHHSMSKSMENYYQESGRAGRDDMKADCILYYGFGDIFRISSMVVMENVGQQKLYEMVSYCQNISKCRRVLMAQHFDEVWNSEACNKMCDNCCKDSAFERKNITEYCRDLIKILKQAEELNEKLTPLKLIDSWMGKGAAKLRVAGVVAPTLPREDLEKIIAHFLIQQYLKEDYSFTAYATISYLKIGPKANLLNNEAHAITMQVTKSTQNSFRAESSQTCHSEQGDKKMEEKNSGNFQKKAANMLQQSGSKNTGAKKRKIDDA
#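 RECQ1T1 50 nM; forked duplex (20 bp + 30-nt ss tails) 200 nM, ATP 2 mM final; pH 8.0, 2 mM MgCl2, 2.5 ug/ml poly(dI-dC); 15 min compound preincubation; discontinuous kinetic read over 2 h at RT.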
# GoLoco inh red = blocks human Gai1 binding to RGS12 GoLoco peptide, red readout | P63096 | Gai1:RGS12 GoLoco peptide FP, rhodamine, 10 min | Potency, µM (top dose mostly 61.6 µM), for the others: at the top dose activity, negative = inhibition, usual class: inhibitors | 230,000 compounds, 0.44% hits; active = well fitted inhibition curve with a large enough effect, not every such curve was filed as active; inactive = no such curve, though single readings can be large or run the other way; note: % is set by controls: 0 for no effect and ±100 for the full control effect; nearly all actives have a fitted effect of over 30% in size; many of its hits are not listed in these tables
# TRb-SRC2 inh = inhibitors of human thyroid hormone receptor beta-SRC2 interaction. TRbeta-SRC2 peptide binding, fluorescence polarization; receptor liganded with 1 µM T3. Potency, µM (titrated, usually from 106 µM), inactives show at the top dose activity change, negative = inhibition, actives largely listed as inhibitors. 280,000 compounds, 0.065% hits. AID 1469;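 note: plate controls were bound peptide for no effect and peptide without receptor for full effect; nearly all actives have a fitted effect of over 50% in size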
# Target sequence (P10828 whole entry, looked up): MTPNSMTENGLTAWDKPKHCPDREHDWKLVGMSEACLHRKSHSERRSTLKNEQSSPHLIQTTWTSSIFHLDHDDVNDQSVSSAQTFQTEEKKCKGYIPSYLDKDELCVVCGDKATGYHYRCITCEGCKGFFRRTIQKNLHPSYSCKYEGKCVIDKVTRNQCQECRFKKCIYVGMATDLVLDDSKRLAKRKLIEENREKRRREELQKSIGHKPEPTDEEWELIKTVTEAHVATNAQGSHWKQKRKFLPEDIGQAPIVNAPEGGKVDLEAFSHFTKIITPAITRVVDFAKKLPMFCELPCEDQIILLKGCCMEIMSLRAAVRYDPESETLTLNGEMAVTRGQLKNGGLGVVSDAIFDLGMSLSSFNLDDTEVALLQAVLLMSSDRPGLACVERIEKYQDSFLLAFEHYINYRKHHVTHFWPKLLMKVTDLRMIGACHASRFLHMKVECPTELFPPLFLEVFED
#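 Polarization signal, normalized between peptide-alone and full complex controls, measured compound effects on T3-liganded human TRb LBD (0.6 uM) binding 20 nM Texas Red SRC2 peptide after 5 hr.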
# SMN2 splice up = SMN2 splice variant enhancement; HEK293 SMN2-luciferase splicing reporter, luminescence, 30-36 h; Potency, µM (highest dose often 46.1 µM), for the others: at the highest dose activity change, positive = activation, hits mostly activators; 210,000 compounds, 2.8% hits; note: % of control where 0% means no effect; nearly all actives have a fitted effect of over 55% in size
#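 qHTS luciferase splicing reporter: luminescence rises when SMN2 exon 7 is included in transfected HEK293 cells. Compound exposure lasted 30-36 h at 37C, with 4.5 mM final sodium butyrate as control, followed by a ONE-Glo read.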
# JMJD2E inh = blocks human JMJD2E demethylase activity; AID 2147; JMJD2E catalytic domain, FDH-coupled NADH fluorescence (FDH is formaldehyde dehydrogenase); Potency, µM (highest dose often 57.1 µM), inactives show at the top dose activity change, negative = inhibition, most hits filed as inhibitors; B2RXH2; 230,000 compounds, 1.6% hits; active = well fitted inhibition curve with a large enough effect, not every such curve was filed as active; inconclusive = small, poorly fitted or top-dose-only effect, or another doubt; inactive = no such curve, though single readings can be large or run the other way;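 note: 0% = wells with enzyme and -100% = buffer wells without enzyme; nearly all actives have a fitted effect of over 50% in size; many of its hits are not listed in these tables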
# TR SRC2 fluor cs = counter-screen for TRb-SRC2 inhibitors: fluorescence interference; TRb/SRC2 Texas Red total fluorescence interference; Potency, µM (doses to about 106 µM), for the others: top-dose fluorescence change, negative = quenching; 280,000 compounds, 0.29% hits; AID 1479; active = well fitted curve in either direction with a large enough effect; inconclusive = small, poorly fitted or top-dose-only effect; note: % is set by controls: 0 for no effect and ±100 for the full control effect
#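 Human TRb ligand-binding domain at 0.6 uM with 20 nM Texas Red SRC2 peptide in Tris buffer containing 1 uM T3 and 5% DMSO, incubated with compound 5 h at ambient temperature. Total fluorescence (555/632 nm) calculated as parallel + 2 × perpendicular.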
# Lamin A splicing = changes lamin A minigene splicing in HeLa cells | HeLa LMNA splicing GFP/RFP minigene ratio, 48 h | Potency, µM (top dose mostly 46.1 µM), for the others: at the top dose ratio change, negative = inhibition, most hits filed as inhibitors | 200,000 compounds, 0.01% hits; active = well fitted inhibition curve with a large enough effect in the signal ratio, with a control signal flat, not every such curve was filed as active; inconclusive = small, poorly fitted or top-dose-only effect, or effect the other way, or a change in a side signal; the % refers to the signal ratio; note: % is set by controls: 0 for no effect and ±100 for the full control effect
#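 S3 HeLa cells stably expressing lamin A-EGFP splicing minigene plus DsRed2, 600 cells/well, 48 h compound exposure at 37C. Laser-scanning cytometry; analysed as GFP (500-530 nm)/RFP (575-640 nm) total intensity ratio; 0.5% DMSO vehicle.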
# ALDH1A1 inh = ALDH1A1 (human) enzyme inhibition; 220,000 compounds, 7.3% hits; Purified ALDH1A1, NADH fluorescence, propionaldehyde substrate; AID 1030; Potency, µM (series often up to 75.3 µM), without a hit: top-dose activity, negative = inhibition, actives largely listed as inhibitors; P00352; active = well fitted inhibition curve with a large enough effect, not every such curve was filed as active; inconclusive = small, poorly fitted or top-dose-only effect, or another doubt; inactive = no such curve, though single readings can be large or run the other way;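 note: plate controls were no enzyme wells and a reference inhibitor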
# * hit, by the source's call; i = inactive; ? = inconclusive; · = not tested or not shown; [ ] = remark or other dose. Unless noted, calls come from the whole dose curve; as a rule, active = well fitted curve in the direction sought with a large enough effect; inconclusive = small, poorly fitted or top-dose-only effect, or another doubt; inactive = no such curve, though single readings can be large; an effect the other way counts as inactive or inconclusive. Potency is the fitted concentration of half-maximal effect. Only part of the results is shown (hit frequency here may not be typical).
# Start of the data: the first 3 compounds, ahead of the listing:
SMILES,RECQ1 inh,GoLoco inh red,TRb-SRC2 inh,SMN2 splice up,JMJD2E inh,TR SRC2 fluor cs,Lamin A splicing,ALDH1A1 inh
COc1ccc(CCNC(=O)COC(=O)c2cnc(C)cn2)cc1,-5.4%,9.8%,-16.4%,-10.4%,3.1%,-2.0%,-0.2%,-5.5%
CCCOc1ccccc1C1C(C(=O)OC)=CN(C(C)C)C=C1C(=O)OC,-2.7%,11.5%,-0.4%,?,?,-4.8%,7.0%,?
COc1ccccc1CCC(=O)Nc1ccc(C)cc1Cl,1.4%,4.9%,-7.8%,17.6%,10.3%,-1.2%,·,-11.8%

# Main list (from the top)
SMILES,RECQ1 inh,GoLoco inh red,TRb-SRC2 inh,SMN2 splice up,JMJD2E inh,TR SRC2 fluor cs,Lamin A splicing,ALDH1A1 inh
COc1ccc(CCNC(=O)COC(=O)c2cnc(C)cn2)cc1,-5.4%,9.8%,-16.4%,-10.4%,3.1%,-2.0%,-0.2%,-5.5%
CCCOc1ccccc1C1C(C(=O)OC)=CN(C(C)C)C=C1C(=O)OC,-2.7%,11.5%,-0.4%,?,?,-4.8%,7.0%,?
COc1ccccc1CCC(=O)Nc1ccc(C)cc1Cl,1.4%,4.9%,-7.8%,17.6%,10.3%,-1.2%,·,-11.8%
S=C(NCCc1ccccc1)NCc1ccccc1Cl,-2.6%,1.6%,3.6%,8.3%,2.6%,-2.6%,?,3.5%
CCC(=O)NC(=S)Nc1ccc(NC(=O)COc2ccc([N+](=O)[O-])cc2)cc1,-11.8%,8.7%,-1.0%,-5.4%,-1.1%,-6.1%,?,?
CC(C)Cn1c(SCC(=O)Nc2cccc(S(N)(=O)=O)c2)nc2ccccc2c1=O,-5.9%,-3.9%,-4.2%,5.3%,?,-8.5%,-4.5%[9.22 µM],?
Cc1cc(C)n(-c2nc3c(c(=O)[nH]c(=O)n3C)n2CC(O)COc2ccccc2)n1 (stereo not given),-9.9%,12.9%,-10.9%,8.6%,-5.7%,-0.5%,11.4%,-7.1%
COc1ccc(O[C@H]2C=C[C@@H](c3ccccc3)O[C@H]2CO/N=C2/[C@H]3O[C@@H]3[C@@H](O)[C@H]3[C@H]2CCn2c(=O)n(-c4ccccc4)c(=O)n23)cc1,-1.6%[11.5 µM],·,-0.8%[11.2 µM],·,·,-1.9%[11.2 µM],·,?
O=C(Oc1ccccc1)c1cc2ccccc2oc1=O,-3.2%,3.0%,9.1%,-0.1%,?,-1.9%,-4.7%[46 µM],?
COc1ccc(N2C(=O)C3CCCN3C2c2cc(OC)c(OC)cc2OC)cc1 (stereo not given),-8.6%,8.5%,-4.2%,-2.1%,-8.1%,0.6%,14.6%,3.2%
Cc1nn2c(=S)[nH]nc2[nH]c1=O,7.0%,13.4%,-1.2%,-5.4%,?,-3.0%,-22.0%[46 µM],?
Cc1ccc(C(=O)C(OC(=O)CN2C(=O)c3ccccc3C2=O)c2ccccc2)cc1 (stereo not given),-10.7%,0.9%,-1.0%,-0.9%,-2.7%,-6.4%,6.2%,6.2%
O=C(NCc1ccc2c(c1)OCO2)c1ccc(S(=O)(=O)N2CCCCC2)cc1,-5.4%,1.6%,1.9%,10.1%,-1.0%,-7.5%,3.7%,15.8%
O=C(CS(=O)c1ccccc1[N+](=O)[O-])Oc1ccc(Br)cc1 (stereo not given),i,-7.5%,-3.8%,·,-4.1%,-4.0%,·,-6.1%
O=CNCCCc1nc2ccccc2n1Cc1ccccc1,-1.2%,-2.2%,8.0%,-3.7%,-0.5%,1.0%,14.4%,22.4µM*
O=C(CSc1nc(-c2ccccc2)c(-c2ccccc2)[nH]1)N1CCN(S(=O)(=O)c2ccccc2)CC1,i,-4.9%,-9.6%,-10.1%,?,2.6%,0.9%,?
CCc1ccc2[nH]c(=O)c(C(c3nnnn3CC3CCCO3)N3CCN4CCCC4C3)cc2c1 (stereo not given),-20.1%,20.6%,-3.2%,10.2%,?,3.0%,11.7%,?
CC(C)c1nnc(NC(=O)CCC(=O)N2CCN(Cc3ccccc3)CC2)s1,i,2.8%,-2.0%,-9.8%,5.6%,2.0%,6.3%,-9.0%
Cc1[nH]c2ccccc2c1SCC(=O)N1CCCc2ccccc21,i,12.7%,-0.3%,0.3%,3.2%,-1.3%,-14.1%,?
N#Cc1cnc(Nc2nc3ccccc3o2)nc1-c1ccccc1,-5.6%,14.5%,0.4%,5.5%,5.8%,-3.6%,-7.9%,?
CCC(=O)Nc1c(-c2ccc(OC)cc2)c(=O)c2ccccc2n1C,i,-4.5%,-11.7%,-5.4%,?,-3.9%,2.7%,?
COC(=O)/C=C/C(C)=C/C=C/C(C)=C/C=C/C=C(C)/C=C/C=C(C)/C=C/C(=O)O,-22.7%,-3.6%,-3.7%,0.2%,?,-2.1%,-4.3%,?
N#Cc1cccc(NC(=O)CN2C(=O)NC(Cc3ccccc3)C2=O)c1 (stereo not given),-8.3%,0.4%,0.0%,·,7.4%,-0.6%,·,·
CC1(C)CC(=O)C(C=NCCN2CCN(C(=S)Nc3ccc(F)cc3)CC2)=C(O)C1,0.3%,15.2%,-19.2%,-12.1%,-6.3%,-2.4%,8.2%,?
COc1ccc(S(=O)(=O)ON=C2CC(C)(C)N(C(C)=O)C(C)(C)C2)cc1,i,3.8%,-3.7%,-4.6%,1.5%,2.5%,·,6.3%
O=P(O)(O)c1ccccc1OCc1ccccc1,-1.9%,-1.3%,6.2%,-16.8%,7.4%,1.2%,5.0%,1.6%
CC(C)CCOC(=O)C1C2C=CC3(CN(Cc4cccs4)C(=O)C13)O2 (stereo not given),-2.2%,2.5%,-11.4%,-4.7%,1.9%,-0.7%,-5.3%,-11.2%
O=c1c([N+](=O)[O-])c(N2CCCC2)c2ccccc2n1-c1ccccc1,i,1.4%,-6.1%,-1.0%,-10.5%,-1.5%,?,-3.5%
CC(Cc1cccs1)NC(=O)Nc1ccc(Cl)cc1 (stereo not given),-9.4%,-4.0%,0.5%,14.4%,6.5%,0.6%,?,8.5%
Cc1sc(NC(=O)c2ccccc2)c(C(=O)NCCN(C)C)c1C,-5.1%,0.1%,-6.2%,-11.6%,-10.4%,-6.7%,6.0%,2.4%
CCN1CCCC1CNC(=O)c1c(O)c2c([nH]c1=O)CCCC2 (stereo not given),i,4.4%,-2.5%,20.0%,?,-2.8%,3.1%,?
CCCSc1nnc2n(Cc3ccccc3)c(=O)c3c4c(sc3n12)CCC4,-9.1%,5.6%,1.1%,-5.8%,-1.1%,-5.7%,4.2%,-2.7%
Cc1ccc(-c2nnc(CSc3nnc4c5c(C)c(C)sc5nc(C(C)C)n34)o2)cc1,-7.8%,5.4%,1.5%,19.3%,0.2%,-5.5%,5.4%,-4.4%
COc1cc(NC(=O)COC(=O)c2ccc(C)c(S(=O)(=O)N3CCCCC3)c2)c(C)cc1[N+](=O)[O-],i,5.2%,7.8%,-15.6%,1.3%,2.6%,?,3.5%
Cc1ccccc1C(=O)Nc1nnc(-c2ccc(F)cc2)o1,-14.6%,11.9%,-0.1%,-24.8%,-0.6%,-1.9%,?,6.6%
C/C=C(\C)C(=O)NCCN1C2=NC[C@H](C(C)C)N2C[C@H]1Cc1ccc(O)cc1,-12.9%,0.1%,-4.0%,·,7.7%,-1.9%,·,1.3%
Cc1cccc(C(=O)O/N=C(\N)c2ccc(Br)cc2)c1,-0.9%,7.0%,-1.8%,27.7%,-0.6%,-3.3%,17.2%,8.9%
O=C(CN1CCCC1)N1CCCc2c1c(=O)oc1ccc(OCc3ccccc3)cc21,2.9%,-16.5%,-0.8%,-17.4%,1.3%,2.5%,?,?
O=C(NCCN1CCCC1)C1CCN(S(=O)(=O)N2CCC3(CC2)OCCO3)CC1,i,-6.9%,3.4%,-13.1%,-1.3%,2.3%,7.4%,6.5%
COc1ccc(-c2cc(C(F)F)n3ncc(C(=O)N4CCCCC4)c3n2)cc1,-0.5%,3.2%,6.5%,-5.4%,?,0.9%,-5.7%,?
COc1nc(N/N=C/c2cc3c(cc2Br)OCO3)nc(N2CCOCC2)n1,i,·,3.5%,·,1.3%,-2.0%,-1.0%,7.94µM*
CC(C)NC(=O)CSc1nc2ccccc2n1-c1ccccc1,-6.1%,5.1%,-16.7%,-10.1%,10.2%,-3.2%,0.9%,?
CCn1c(=O)n(CC)c2cc(S(=O)(=O)N3CCc4ccccc43)ccc21,-3.2%,3.0%,-9.9%,-88.3%[inhibitor],7.2%,0.4%,?,?
CC(=O)Nc1cc2cc(NS(=O)(=O)c3ccc(Cl)cc3)ccc2oc1=O,-15.3%,8.1%,1.9%,·,?,-0.8%,·,·
COc1ccc(CCCc2nnc(SCc3nc4ccccc4c(=O)[nH]3)n2C)cc1C,-7.6%,-0.7%,-1.2%,-12.2%,6.2%,-1.2%,-3.5%[9.22 µM],-12.0%
O=C(CSc1nnc(-c2ccco2)n1Cc1ccccc1)OC1CCCCC1,-2.9%,2.1%,-4.9%,?,-0.5%,-4.1%,1.2%,?
Cc1nnc(NC(=O)CCC(=O)NCc2cccs2)s1,-1.8%,-7.9%,1.6%,19.4%,9.9%,-1.1%,7.6%,-11.0%
CCCCCCCCN1C(=O)N(C)C(N(O)C(=O)NC)C1(C)C (stereo not given),-4.8%,-2.2%,-6.6%,-14.0%,0.6%,-6.0%,0.1%,-1.2%
CC(C)(C)NC(=O)c1ccccc1NC(=O)c1ccc2c(c1)OCO2,i,1.6%,-2.4%,-3.6%,5.9%,0.1%,-4.6%[46 µM],-1.5%
Cc1c(C(=O)NC2CCCc3ccccc32)oc2ccc(S(=O)(=O)N3CCCCC3)cc12 (stereo not given),-5.4%,4.2%,-6.9%,-9.6%,0.1%,-0.1%,8.6%,0.2%
Cc1ccc(C(=O)COC(=O)CNC(=O)COc2ccccc2C)cc1C,-5.6%,9.2%,-0.6%,6.3%,-4.7%,-3.7%,4.4%,-3.7%
